# Ba/F3 V617F tox = lowers viability of Ba/F3 cells expressing EpoR and JAK2V617F; inhibition, % at 5.6 µM; actives 1.1% (n = 220,000); ATP luminescence;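 active = inhibition above the campaign mean plus 3 SD over all tested compounds, cut at about 24% in these data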;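 note: cytokine-independent growth of Ba/F3 cells driven by EpoR plus mutant JAK2; 0% = DMSO-treated cells and 100% = JAK inhibitor I control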
# RBBP9 inhibitor = human RBBP9 hydrolase inhibition; recombinant RBBP9, FP-Rh probe fluorescence polarization; inhibition, % at 7.94 µM; actives 0.2% (n = 220,000); AID 1515;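 active = inhibition above the campaign mean of all tested compounds plus 3 SD, cut at about 14% in these data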;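 note: plate controls were DMSO wells with RBBP9 for no effect and wells lacking RBBP9 protein for full effect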
# Target sequence (O75884 whole entry, looked up): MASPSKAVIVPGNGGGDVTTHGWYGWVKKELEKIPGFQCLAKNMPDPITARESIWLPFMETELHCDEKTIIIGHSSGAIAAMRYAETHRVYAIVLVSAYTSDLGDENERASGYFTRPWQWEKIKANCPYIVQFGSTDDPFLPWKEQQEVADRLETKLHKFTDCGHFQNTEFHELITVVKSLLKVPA
#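 Measured by: FP readout at 525/598 nm; material: recombinant human RBBP9; also added: Serine-hydrolase probe FP-Rh, 375 nM pre-mixing; medium: Tris buffer pH 8.0, NaCl, Pluronic; replication: one well per compound; doses: one concentration, 7.94 µM nominal, 0.794% DMSO; timing: preincubation 30 min plus labeling 45 min at 25 °C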
# NPY-Y1 PAM-ag = potentiators or agonists of human neuropeptide Y receptor Y1 | P25929 | NPY-Y1 expressing cells, potentiator/agonist activation | activation, % at 3.6 µM | actives 0.37% (n = 220,000) | AID 1304; in the data active = activation above about 33%, passing the limit was not always enough;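 note: cells stimulated with NPY at EC10 then isoproterenol at EC100; 0% = low agonist plus stimulus and 100% = saturating agonist plus stimulus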
# Target sequence (P25929 whole entry, looked up): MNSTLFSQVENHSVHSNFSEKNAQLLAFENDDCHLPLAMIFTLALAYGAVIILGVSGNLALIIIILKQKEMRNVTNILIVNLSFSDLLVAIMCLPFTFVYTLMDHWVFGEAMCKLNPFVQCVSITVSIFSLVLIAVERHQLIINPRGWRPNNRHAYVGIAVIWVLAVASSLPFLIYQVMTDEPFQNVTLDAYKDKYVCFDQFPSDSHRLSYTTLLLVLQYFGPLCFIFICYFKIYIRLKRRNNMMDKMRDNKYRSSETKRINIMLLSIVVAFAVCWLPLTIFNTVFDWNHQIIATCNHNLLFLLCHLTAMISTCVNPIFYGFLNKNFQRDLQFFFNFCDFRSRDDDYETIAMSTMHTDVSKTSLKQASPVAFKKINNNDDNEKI
# S1P4 antag = human S1P4 receptor antagonism; O95977; S1P4-expressing cells, antagonist mode, reporter read-out; inhibition, % at 4.98 µM; actives 0.26% (n = 220,000); in the data active = inhibition above about 29%;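 note: 0% = wells stimulated with agonist and 100% = vehicle wells without agonist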
# S1P4 agonist = human S1P4 receptor agonism | O95977 | S1P4-expressing cell line, agonist reporter assay | activation, % at 4.98 µM | actives 0.35% (n = 220,000); in the data active = activation above about 11%;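 note: 0% = DMSO vehicle and 100% = reference agonist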
# NPY Y1 blocker = antagonists of human neuropeptide Y receptor Y1 | P25929 | HEK293-CNG Y1 cells, membrane potential fluorescence; NPY at EC95, then isoproterenol | inhibition, % at 3.6 µM | actives 1% (n = 200,000) | AID 1040;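 active = inhibition above the campaign mean inhibition of all tested compounds plus 3 SD, cut at about 20% in these data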;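 note: 0% = DMSO wells given NPY plus isoproterenol and 100% = isoproterenol alone without NPY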
#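 Assay system: HEK293 Y1/CNG channel cell line; Doses: single compound dose of 3.6 µM, 0.4% DMSO; Timing: dye 3 h, compound 60 min room temperature, stimulation 45 min; Technique: Membrane-potential fluorescent dye readout; Measure: % inhibition of NPY effect.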
# BaF3 tox = reduces parental Ba/F3 cell viability, JAK2V617F counter-screen. inhibition, % at 5.6 µM. actives 1.1% (n = 220,000). CellTiter-Glo ATP luminescence;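 active = inhibition above a per-campaign cutoff, the mean inhibition of all tested compounds plus 3 SD, cut at about 27% in these data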;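 note: 0% = DMSO wells and 100% = JAK Inhibitor I control wells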
# Runt-CBFb FRET = Runt domain-CBFb interaction inhibition; actives 0.46% (n = 220,000); inhibition, % at 20 µM; Cerulean-Runt/Venus-CBFb FRET ratio 530/480, 1 h;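 active = inhibition over about 50% at 20 µM in the single-dose screen, limit read from the data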;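 note: 0% = DMSO wells and 100% = excess unlabeled CBFb competitor control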
#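 Measured by: fluorescence energy transfer, 422 nm excitation, 530/480 nm emission; test system: Cerulean-tagged RUNX1 Runt domain (FRET donor) fusion protein; buffer or medium: Tris pH 7.5 buffer with BSA; compound: one dose, 20 µM compound, 1% DMSO; times: two 1 h room-temperature incubations shielded from light; benchmarks: unlabeled CBFb 5 µM, positive control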
# NPY2 pot ag = potentiators or agonists of human neuropeptide Y receptor Y2; P49146; cells expressing NPY-Y2, potentiator/agonist read-out; actives 0.45% (n = 220,000); activation, % at 3.6 µM; AID 1359; in the data active = activation above about 27%;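 note: cells stimulated with NPY near EC25 plus isoproterenol at EC100; 0% = vehicle plus submaximal agonist and 100% = vehicle plus saturating agonist; some results beyond the cut were filed as inactive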
# Target sequence (P49146 whole entry, looked up): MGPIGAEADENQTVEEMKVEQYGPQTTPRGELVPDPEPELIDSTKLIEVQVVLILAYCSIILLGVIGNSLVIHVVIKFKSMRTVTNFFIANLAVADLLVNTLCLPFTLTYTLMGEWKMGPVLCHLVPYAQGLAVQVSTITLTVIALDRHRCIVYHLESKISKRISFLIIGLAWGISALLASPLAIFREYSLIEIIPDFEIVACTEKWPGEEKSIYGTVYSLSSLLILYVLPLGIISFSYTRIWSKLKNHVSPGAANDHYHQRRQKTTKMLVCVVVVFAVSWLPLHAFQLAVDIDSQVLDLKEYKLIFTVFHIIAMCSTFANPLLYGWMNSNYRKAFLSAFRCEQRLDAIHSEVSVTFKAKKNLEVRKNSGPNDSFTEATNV
# Active calls of the source: *; / = no result given.
SMILES,Ba/F3 V617F tox,RBBP9 inhibitor,NPY-Y1 PAM-ag,S1P4 antag,S1P4 agonist,NPY Y1 blocker,BaF3 tox,Runt-CBFb FRET,NPY2 pot ag
Cc1ccc(S(=O)(=O)N(C)c2ccc3sc(C)nc3c2)cc1,-0.6,-5.4,3.5,-12.3,1.0,7.3,7.2,-0.6,6.2
O=C(CCC1=NS(=O)(=O)c2ccccc2N1)NC1CCCCCCC1,1.7,-3.5,3.4,5.7,-0.7,-1.9,5.8,-0.7,17.3
CN(C)CCCn1c(N)c(S(=O)(=O)c2ccccc2)c2nc3ccccc3nc21,-2.5,2.0,-0.2,-17.0,2.4,/,2.7,8.3,-6.9
CNC(=O)c1cccc(N2CCCC2=O)c1,-5.3,7.6,6.2,-4.7,0.9,0.1,1.5,0.9,1.3
COc1cccc(OC)c1C(=O)NC(=S)NNC(=O)[C@H]1C[C@@H]1c1ccccc1,-2.0,-2.9,-7.6,2.6,0.0,/,-1.8,-0.4,-10.9
O=C1CCCCN1CCc1c[nH]c2ccccc12,2.3,-10.2,-8.4,3.3,1.0,6.0,-0.5,2.7,4.6
CCN(CC)c1ccc(/C=N/N2CCN(Cc3ccccc3)CC2)cc1,4.1,-2.5,12.0,-8.3,-0.8,8.9,4.9,2.0,-7.1
CCC(C)NC(=O)c1ccccc1NC(=O)CN1C(=O)c2ccccc2S1(=O)=O (configuration not stated),5.5,-5.7,-8.0,2.5,0.6,-1.2,6.7,-1.6,8.8
COc1cccc(NC(=O)c2ccco2)c1,1.9,-13.2,-11.6,-17.1,-2.0,0.1,5.7,0.7,-14.2
Cc1cc(C)nc(SCc2nnc(SCC(=O)Nc3c(C)cccc3C)o2)n1,1.9,-5.6,-23.8,-22.3,-0.8,2.7,2.1,-1.7,-5.4
COc1ccc(-n2c(C)nc3sc4c(c3c2=O)CCC4)cc1,2.0,1.1,-4.9,5.3,-0.6,5.0,4.3,-2.1,9.9
CN(C)c1cccc(C(=O)NCc2ccccc2)c1,-1.2,-1.4,1.8,-22.1,0.6,5.1,5.1,0.3,1.8
Cc1c(NC(=O)C(C)Sc2ccc3ccccc3n2)c(=O)n(-c2ccccc2)n1C (configuration not stated),-1.6,0.1,-13.4,-10.6,-1.0,2.8,1.5,-0.2,8.6
O=C1CCN(C(=O)c2ccc(Cl)cc2)N1,-1.0,-8.6,-8.5,2.6,0.7,-0.8,2.1,0.9,9.4
Cc1ccc2c(-c3ccc([N+](=O)[O-])cc3)cc(=O)[nH]c2c1,0.0,-2.6,7.3,1.0,-0.3,/,-1.5,-0.7,5.2
O=C(NC(=S)NCCN1CCOCC1)c1ccccc1Cl,3.4,-2.8,4.2,-23.1,1.0,4.9,-0.6,/,-8.2
CCOC(=O)c1cc(-c2cccc([N+](=O)[O-])c2)nc2[nH]c(=O)[nH]c(=O)c12,0.3,-0.1,5.3,-3.5,-0.5,3.0,8.5,-0.7,4.1
COc1ccc(CCNC(=O)Cn2c(=O)oc3ccccc32)cc1OC,0.1,-2.1,-2.5,-10.9,1.5,3.5,2.8,0.4,-9.8
CC(C)c1ccc(CN(C(=O)/C=C/c2ccco2)C2CCS(=O)(=O)C2)cc1 (configuration not stated),-2.7,-1.3,13.5,-8.9,0.2,/,-0.5,3.3,11.8
Cc1cccc(N2CCN(C(=O)c3cn(C)c(=O)c4c3c3ccccc3n4C)CC2)c1C,-1.4,-8.5,5.2,-0.9,0.4,2.6,-1.2,-3.9,-2.4
CCCCNC(=O)Cn1c2c(c(-c3ccccc3Cl)cc1=O)CCC2,3.2,-3.3,9.3,2.3,-0.1,-0.5,5.6,-0.2,-10.9
Cc1ccc(NC(=O)C2CC(=O)n3c(nc4ccccc43)N2)cc1 (configuration not stated),-2.6,-0.6,22.4,-4.9,1.7,2.3,-0.7,-3.9,1.4
COc1ccc(C2C(C(=O)Nc3cc(OC)c(OC)c(OC)c3)c3ccccc3C(=O)N2C)cc1 (configuration not stated),41.4*,6.0,37.1*,-11.0,1.0,-0.6,61.0*,-0.1,31.2*
CN(/C=C/C(=O)C(F)(F)C(F)(F)F)Cc1ccccc1,-5.3,-1.3,20.2,-10.0,-0.4,4.2,2.3,0.1,-4.0
Cc1cc(-c2n[nH]c(=S)n2-c2ccc(F)cc2)nn1C,-3.1,-10.6,7.2,-17.8,1.0,4.7,3.0,5.6,4.5
CCN1CCc2c(sc(N)c2C#N)C1,-2.0,2.9,-0.9,-3.0,3.4,5.2,1.1,42.8,8.8
COc1cc2[nH]c(=S)n(Cc3ccccc3)c(=O)c2cc1OC,0.0,-5.1,1.0,-9.3,0.6,-2.5,5.6,-0.6,13.1
CCN1CCCC1CNCc1cccc(OC)c1OCc1ccc(F)cc1 (configuration not stated),-4.0,-2.7,-23.6,-4.1,0.8,14.9,2.5,-0.2,2.1
C=CCN1C(=O)C(C)(C)Nc2ccccc21,-1.5,-8.7,20.7,-8.3,0.1,5.6,4.5,-1.6,1.2
Cc1cc(C)n2nc(-c3sccc3-n3c(C)ccc3C)cc2n1,-3.5,-6.6,-7.0,-1.1,1.1,6.2,-3.4,-5.3,4.5
CCCn1cnc2c(cnn2-c2ccc(F)cc2)c1=O,-0.8,-1.4,22.0,-10.4,-0.4,-1.2,7.4,0.8,10.4
CC(C)CC(=O)Nc1ccccc1N1CCN(c2ccc(F)cc2)CC1,2.5,-5.7,-12.4,-7.3,4.4,11.1,-0.9,1.0,-17.6
CCc1nc(SCc2ccc(F)cc2)[nH]c(=O)c1C#N,0.3,5.9,-17.3,-18.1,0.2,8.4,3.0,0.0,-22.3
N#C/C(=C\c1cccnc1)c1nc2c(s1)CCCC2,2.1,3.8,-12.3,22.9,0.5,5.0,1.5,6.3,-1.0
COc1cc(NC(=O)c2cc(Cl)nnc2Cl)cc(OC)c1OC,2.1,-8.2,8.2,-22.8,-0.1,11.6,7.1,0.6,-1.3
O=C(C(Cc1ccccc1)n1cccc1)N1CCN(c2ncccn2)CC1 (configuration not stated),0.7,0.1,-5.9,-4.8,2.9,3.4,5.1,1.1,-13.8
CCN=C1SC(CC(=O)Nc2ccc(C(F)(F)F)cc2)C(=O)N1CC (configuration not stated),-0.3,-3.3,-4.1,0.2,7.4,9.4,-1.4,-4.5,-3.2
c1ccc(-c2noc(CC3CCCCC3)n2)nc1,-5.5,-9.0,1.6,0.5,5.9,0.0,-1.6,1.3,-11.8
Fc1cccc(CSc2nc3ncc(Cl)cc3[nH]2)c1,-2.9,6.3,-11.8,-13.8,0.1,/,-1.9,1.8,1.9
CN(CC(=O)Nc1ccccc1C(F)(F)F)C(=O)COc1ncnc2ccccc12,-2.3,-10.8,13.8,-19.8,0.2,-1.8,0.4,-0.8,9.2

# 4 compounds already listed, ordered by heavy-atom count, high to low:
SMILES,Ba/F3 V617F tox,RBBP9 inhibitor,NPY-Y1 PAM-ag,S1P4 antag,S1P4 agonist,NPY Y1 blocker,BaF3 tox,Runt-CBFb FRET,NPY2 pot ag
CN(CC(=O)Nc1ccccc1C(F)(F)F)C(=O)COc1ncnc2ccccc12,-2.3,-10.8,13.8,-19.8,0.2,-1.8,0.4,-0.8,9.2
CCN=C1SC(CC(=O)Nc2ccc(C(F)(F)F)cc2)C(=O)N1CC (configuration not stated),-0.3,-3.3,-4.1,0.2,7.4,9.4,-1.4,-4.5,-3.2
CCCn1cnc2c(cnn2-c2ccc(F)cc2)c1=O,-0.8,-1.4,22.0,-10.4,-0.4,-1.2,7.4,0.8,10.4
N#C/C(=C\c1cccnc1)c1nc2c(s1)CCCC2,2.1,3.8,-12.3,22.9,0.5,5.0,1.5,6.3,-1.0

# Going on with the list.
SMILES,Ba/F3 V617F tox,RBBP9 inhibitor,NPY-Y1 PAM-ag,S1P4 antag,S1P4 agonist,NPY Y1 blocker,BaF3 tox,Runt-CBFb FRET,NPY2 pot ag
O=S(=O)(/C=C/c1ccccc1)N1CCN(c2ccccc2)CC1,4.3,-7.7,-17.0,0.4,-3.1,-0.1,4.3,-1.8,-2.8
Cc1nnc(NC(=O)c2ccc(-c3cccc(C(F)(F)F)c3)o2)s1,-1.1,-7.0,-4.9,-19.2,-2.2,-2.7,3.8,3.3,19.6
CC1(C)Cc2cccc(OCC(=O)N3CCN(S(=O)(=O)c4ccccc4)CC3)c2O1,-4.8,-5.8,1.2,-1.0,0.3,-0.6,-2.9,-3.8,4.8
CN(C)c1ccc(C(=S)Nc2ccccc2)cc1,-2.8,-3.0,18.9,1.9,-0.2,-7.9,0.9,-0.8,1.3
Cc1cc(C)c(-n2c(O)c(C=NCCN3CCOCC3)c(=O)[nH]c2=O)c(C)c1,-1.7,-12.8,1.8,-8.3,1.1,5.3,8.3,0.6,15.0
C=CCNC(=O)/C(C#N)=C/c1cn(-c2ccccc2)nc1-c1cccs1,-1.1,-6.3,1.1,-34.5,1.6,-5.1,5.7,-18.5,0.1
COc1ccc(NC(=O)CN2CCN(S(=O)(=O)c3ccc(Cl)cc3)CC2)cc1Cl,-0.4,2.4,7.5,9.0,-0.2,6.3,0.7,-1.7,17.3
CCN(CC)CCCNC(=O)C1c2ccccc2C(=O)N1Cc1ccc(C)cc1 (configuration not stated),-0.9,-8.4,-19.5,-15.3,1.5,-2.7,6.9,0.8,8.4
Cc1ccc(S(=O)(=O)N2CCOCC2)cc1NC(=O)CNCC1CCCCC1,4.0,-9.9,-25.7,-11.3,1.6,6.1,-0.3,0.7,-3.8
O=C(CSc1ccc2ccccc2n1)c1ccccc1,-2.0,17.5*,-12.1,0.3,-1.1,/,-0.1,-0.6,2.4
COc1ccc(NC(=O)CSc2nnc(Cc3cccn3C)n2-c2ccc(C)cc2)cc1OC,-1.4,-2.6,20.2,1.2,2.7,-9.7,0.1,-1.7,15.6
CCN1c2ccccc2-c2nc3ccccc3n2C1c1ccco1 (configuration not stated),1.1,-6.6,4.1,-21.5,-0.9,11.6,5.0,5.5,-3.7
CC(CNC(=O)COc1ccccc1)OC(=O)Nc1cccc(Cl)c1 (configuration not stated),-1.3,-4.2,-3.3,1.2,0.2,9.7,10.2,-0.1,-3.1
COc1ccc(/C=C(/NC(=O)c2cccc([N+](=O)[O-])c2)C(=O)O)cc1OC,0.3,-6.0,1.9,-9.3,0.9,-1.2,9.4,0.5,-5.3
CC(=O)C1=C(O)C(=O)N(c2ccc(O)cc2)C1c1ccc([N+](=O)[O-])cc1 (configuration not stated),-0.4,1.2,4.2,2.8,0.4,3.3,5.4,/,14.6
COc1ccc2[nH]c(=O)c(CN(Cc3cccs3)S(=O)(=O)c3cccc4nsnc34)cc2c1,-0.8,-8.7,12.7,-28.1,2.8,-1.7,6.7,2.0,-3.3
COc1ccc(-c2cc(-c3n[nH]c(=S)n3-c3ccccc3Cl)[nH]n2)cc1,1.1,-14.7,-31.6,-5.5,-0.6,42.4*,4.0,7.1,-18.8
O=C(O)CCC(=O)NCC1OCCc2ccccc21 (configuration not stated),-2.0,-4.8,0.9,-23.1,-0.8,2.4,0.5,0.6,14.1
